Tb PFK inh: inhibitors of T. brucei phosphofructokinase; O15648; T. brucei PFK, ADP-Glo luminescence; Potency, µM (series often up to 57.5 µM), inactives show at the top dose activity, negative = inhibition, hits mostly inhibitors; 0.17% of 330,000 active;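 further: potency means the concentration at half of the fitted maximal effect; 0% = uninhibited 1x PFK enzyme wells and -100% = no-enzyme wells; nearly all actives have a fitted effect of over 60% in size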
Target sequence (O15648 whole entry, looked up): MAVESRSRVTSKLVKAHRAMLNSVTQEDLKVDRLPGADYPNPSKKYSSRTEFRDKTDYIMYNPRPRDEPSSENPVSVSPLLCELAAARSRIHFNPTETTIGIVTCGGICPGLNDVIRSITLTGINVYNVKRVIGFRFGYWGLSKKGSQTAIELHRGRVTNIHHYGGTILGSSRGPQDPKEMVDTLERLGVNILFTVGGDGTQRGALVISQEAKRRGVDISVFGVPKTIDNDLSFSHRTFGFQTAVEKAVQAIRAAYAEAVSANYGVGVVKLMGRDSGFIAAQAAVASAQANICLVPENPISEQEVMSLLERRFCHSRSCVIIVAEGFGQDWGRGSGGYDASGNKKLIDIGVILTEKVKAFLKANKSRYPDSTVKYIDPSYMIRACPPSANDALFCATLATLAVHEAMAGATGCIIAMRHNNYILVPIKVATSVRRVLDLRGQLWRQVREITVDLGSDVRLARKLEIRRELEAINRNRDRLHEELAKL
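In TEA buffer at pH 8.0 with 5 mM MgCl2, enzyme (1.25 nM) converted F6P (0.5 mM) and ATP (0.1 mM) for 45 min at room temperature. ADP product was read by luciferase luminescence.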
Rab9 prom act: activates the Rab9 promoter; 2.8% of 320,000 active; AID 485297; Huh7 Rab9 promoter-luciferase reporter, luminescence, 24 h; Potency, µM (highest dose often 9.22 µM), for the others: at the highest dose activation, negative = inhibition, usual class: activators; further: potency means the concentration at half of the fitted maximal effect; % of control where 0% means no effect; nearly all actives have a fitted effect of over 60% in size
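Rab9 promoter-driven luciferase in stably transfected Huh7 cells; 1500 cells/well rested 2 h, exposed to compound in DMSO for 24 h at 37 °C, 5% CO2. Luminescence read 10 min after adding luciferase reagent at ambient temperature.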
RORgamma inh: blocks mouse ROR gamma transcriptional activity | AID 2551 | P51450 | Potency, µM (titrated, usually from 53.6 µM), without a hit: at the highest dose activity change, negative = inhibition, most hits filed as inhibitors | 5.4% of 310,000 active | Drosophila S2 Gal4-RORgamma UAS-luciferase reporter, 20 h; further: potency means the concentration at half of the fitted maximal effect; on the % scale 0 is the no-effect control and ±100 the full control effect; nearly all actives have a fitted effect of over 60% in size
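Schneider cells (Drosophila), stable Gal4 DBD–ROR gamma + UAS-luc; 1 hr cmpd preincubation; Cu2+ induction 700 uM final; 20 hr ambient; luminescence.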
ELG1 genotoxic: inducers of genotoxicity in HEK293T ELG1-luciferase cells. AID 504466. Potency, µM (doses to about 46 µM), inactives show top-dose activity change, positive = activation, most hits filed as activators. HEK293T ELG1-luciferase reporter, luminescence, 16 h. 1.3% of 330,000 active; further: potency means the concentration at half of the fitted maximal effect; % of control where 0% means no effect; nearly all actives have a fitted effect of over 60% in size
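DMSO vehicle served as control against compound-treated ELG1-luciferase HEK293T cells; exposure lasted 16 hr at 37 °C and 5% CO2, followed by ONE-Glo luminescence detection after 30 min.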
BRCA1 expr act: BRCA1 expression activation | MCF7-BRCA1-FFLuc reporter, luminescence, 48 h; response scale: scaled: vehicle 0%, 10 µM genistein 100% | Potency, µM (top dose mostly 46.1 µM), for the others: at the highest dose activation, hits mostly activators | 1.1% of 380,000 active | AID 624202; further: potency means the concentration at half of the fitted maximal effect; nearly all actives have a fitted effect of over 80% in size; some results filed as inactive show a strong effect at the top dose
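MCF7-BRCA1-FFLuc, 2000 cells/well; 2 h attach, 37 °C/5% CO2; compound 48 h; luciferase substrate 15 min; luminescence end-point. Norm. to genistein 10 microM max activation and DMSO; concentration-response curves fitted.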
ELG1 repair inh: inhibitors of ELG1-dependent DNA repair in HEK293T cells. HEK293T ELG1-luciferase reporter, luminescence, 16 h; DNA damage induced by 5-fluorouridine. Potency, µM (series often up to 46.1 µM), for the others: top-dose activity change, negative = inhibition, most hits filed as inhibitors. 2.3% of 330,000 active. AID 504467; further: potency means the concentration at half of the fitted maximal effect; on the % scale 0 is the no-effect control and ±100 the full control effect; nearly all actives have a fitted effect of over 55% in size
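Step one: seed 2,000 cells per well. Step two: pin-transfer compound or DMSO alongside 5-fluorouridine. Step three: incubate 16 hr, 37 °C, 5% CO2. Step four: add ONE-Glo, wait 30 min, read luminescence.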
FLuc counter: inhibits or activates purified firefly luciferase, miR-21 counter-screen; purified FLuc, Km substrates, luminescence inhibition; Potency, µM (highest dose often 57.5 µM), inactives show top-dose activity change, negative = inhibition, usual class: inhibitors; 6.9% of 360,000 active;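 further: potency means the concentration at half of the fitted maximal effect; plate controls were vehicle for no effect and reference inhibitor for full effect; nearly all actives have a fitted effect of over 55% in size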
Target sequence (P08659 whole entry, looked up): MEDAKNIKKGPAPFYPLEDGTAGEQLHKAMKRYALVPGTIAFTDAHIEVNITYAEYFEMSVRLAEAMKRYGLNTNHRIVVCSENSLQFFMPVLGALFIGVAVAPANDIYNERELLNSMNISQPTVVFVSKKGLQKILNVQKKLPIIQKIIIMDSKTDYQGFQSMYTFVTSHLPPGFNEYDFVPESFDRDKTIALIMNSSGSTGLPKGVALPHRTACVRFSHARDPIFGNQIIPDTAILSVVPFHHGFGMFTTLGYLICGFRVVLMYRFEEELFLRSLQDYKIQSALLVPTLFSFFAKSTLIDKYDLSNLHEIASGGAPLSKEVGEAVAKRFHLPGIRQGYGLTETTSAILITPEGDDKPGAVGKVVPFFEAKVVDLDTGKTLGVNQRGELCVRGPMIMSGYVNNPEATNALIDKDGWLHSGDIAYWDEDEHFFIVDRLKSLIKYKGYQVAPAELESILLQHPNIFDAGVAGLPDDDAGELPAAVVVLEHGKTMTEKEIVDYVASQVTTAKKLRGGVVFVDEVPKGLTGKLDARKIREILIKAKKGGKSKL
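Biochemical qHTS of compounds, final roughly 60 µM downward over six points, against 10 nM purified firefly luciferase using Km concentrations of substrates (10 uM D-luciferin, 10 uM ATP) in Tris acetate pH 7.5 buffer; luminescence output.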
VP16 counter: Gal4-VP16 reporter inhibition counter-screen | Drosophila S2 Gal4-VP16 UAS-luciferase, luminescence, 20 h | Potency, µM (top dose mostly 53.6 µM), for inactives: top-dose activity, negative = inhibition, hits mostly inhibitors | 3.5% of 310,000 active | AID 2546;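 further: Gal4-VP16 expression switched on by copper sulfate through the metallothionein promoter; potency means the concentration at half of the fitted maximal effect; on the % scale 0 is the no-effect control and ±100 the full control effect; nearly all actives have a fitted effect of over 50% in size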
NPC1 prom act: activators of NPC1 promoter; Huh7 NPC1 promoter luciferase reporter, 24 h; Potency, µM (top dose mostly 9.22 µM), inactives show at the top dose activation, usual class: activators; 2.4% of 320,000 active; AID 485313;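 further: potency means the concentration at half of the fitted maximal effect; % of control where 0% means no effect; nearly all actives have a fitted effect of over 60% in size; reporter is driven by a mutant NPC1 promoter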
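Luciferase expression driven by the NPC1 promoter was measured in stably transfected Huh7 cells after a 24 h compound incubation, using a luciferase reagent and a luminescence read.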
p53 reactivation: re-activators of mutant p53; H1299 p53-A138V BP100-luciferase reporter, luminescence, 24 h; Potency, µM (highest dose often 92.2 µM), for inactives: at the highest dose activity change, positive = activation, actives largely listed as activators; 0.063% of 320,000 active; AID 504706; further: potency means the concentration at half of the fitted maximal effect; % of control where 0% means no effect; nearly all actives have a fitted effect of over 45% in size
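p53-null H1299 cells stably carrying temperature-sensitive p53-A138V and a BP100-luciferase reporter were pinned with compounds (4-point, 1:5 series) and held 24 hrs at 37 deg C. Luminescence was read 10 min after detection reagent.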
TRPV1 ag: activates the human vanilloid receptor TRPV1. Q8NER1. activation, % at 8.33 µM. 0.19% of 320,000 active. TRPV1-expressing cells, Fluo-8 calcium influx, agonist mode; in the data active means activation above about 80%; inconclusive means between about 30% and that limit; further: 0% is about no effect
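Fluo-8 calcium influx in TRPV1-expressing cells, kinetic read (ex 480/em 520 nm). Compound added and read 3 min for agonist activity, followed by capsaicin at EC20 final and 2 min further read for enhancement.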
* = called active by the depositor; ? = inconclusive; · = not tested or not shown; & = joins results of further samples; [ ] = remark or other dose. Unless noted, the call rests on the fitted dose curve; in most records, active means well fitted curve in the direction sought with a large enough effect; inconclusive means small, poorly fitted or top-dose-only effect, or another doubt; inactive means no such curve, though single readings can be large; an effect the other way counts as inactive or inconclusive.

| mol | ELG1 genotoxic | TRPV1 ag | BRCA1 expr act | ELG1 repair inh | Tb PFK inh | FLuc counter | RORgamma inh | Rab9 prom act | VP16 counter | p53 reactivation | NPC1 prom act |
| --- | --- | --- | --- | --- | --- | --- | --- | --- | --- | --- | --- |
| CCOc1c(N2CCCCC2)c(=O)c1=O | 1% | 1 | -18% | 1% | 1% | 1% | -15% | 2% | -3% | 1% | 0% |
| CC(C)Cc1nnc(NC(=O)CCC(=O)N2CCN(Cc3ccc(Cl)cc3)CC2)s1 | 0% | 5 | -5% | 4% | 2% | 0% | ? | -23% | -21% | 6% | -14% |
| O=C(COc1ccc2ccccc2c1)Nc1nccs1 | ? | ? | 22% | ? | 4% | 0.6µM* | 10µM* | 0.35µM* | 16µM* | 2% | 0.5µM* |
| Cn1c(=O)n(C)c(=O)n(CC(=O)N2CCCCC2)c1=O | -1% | 0 | 2% | 11% | -11% | 0% | -7% | -2% | -7% | 3% | 0% |
| c1ccc(-n2ncc(-c3nn[nH]n3)n2)cc1 | 4% | -7 | 7% | 5% | -2% | ? | ? | 0% | -3% | -5% | 4% |
| O=C(N[C@@H](Cc1ccccc1)C(=O)N1CCN(S(=O)(=O)c2ccccc2F)CC1)c1ccco1 | -1% | · | -5% | -14% | 1% | · | · | · | · | -6% | · |
| COc1ccc(CNC(=O)CCCC2=NS(=O)(=O)c3ccccc3N2)cc1 | -2% | -2 | 14% | 1% | -21% | -2% | 5% | 0% | 5% | 1% | 5% |
| Cc1cccc(N2CC(C(=O)Nc3nnc(SCCN4CCOCC4)s3)CC2=O)c1 (stereo not given) | 2% | 1 | 18% | 0% | -6% | 2% | 11% | 6% | -6% | -5% | 0% |
| C=CCSc1nc(C)c2cc(C)cc(C)c2n1 | 1% | 0 | -18% | 20% | -2% | ? | -16% | -1% | -6% | 10% | -3% |
| O=C(CCS(=O)(=O)c1ccccc1)Nc1ccccn1 | 4% | -6 | 22% | 4% | 1% | -2% | -4% | 2% | 24% | 4% | 0% |
| CCOc1ccccc1N1C(=O)c2cccnc2C1=O | 8% | 0 | 3% | 4% | -1% | -1% | -7% | 2% | 2% | -1% | 0% |
| NC(=O)C1CCN(c2nc(-c3cccs3)cs2)CC1 | 15% | · | 1.3µM* | ? | -9%&7% | ? | · | 24% | · | -4% | 28% |
| CCN(CC)S(=O)(=O)c1ccc(N/N=C/c2ccc(O)cc2)nc1 | -2% | -1 | 2% | ? | -1% | -18% | -15% | -6% | -10% | 1% | -1% |
| CCOc1ccc(NS(=O)(=O)c2ccc(-c3coc(C)n3)cc2)cc1 | 0% | 0 | 46% | -2% | -3% | 2% | 25% | -2% | -9% | 15% | -8% |
| COc1ccccc1CCn1c(N)cc(=O)[nH]c1=O | 1% | 3 | -58% | 6% | 6% | -3% | 11% | 16% | 0% | 1% | -2% |
| COc1ccc(CNC(=O)CN(Cc2ccc(C)cc2)C(=O)c2csnn2)cc1 | 0% | 11 | -11% | -5% | 0% | -3% | 10% | 8% | -13% | 1% | -7% |
| COC(CC(=O)NNC(=S)Nc1ccc(Cl)cc1)OC | -3% | -4 | 11% | 22% | 1% | 7% | ? | -1% | ? | -8% | -5% |
| CCOC(=O)c1c(C)n(CC)c2c1cc(O)c1ccccc12 | 1% | 18 | 2% | 16% | 6% | -1% | -3% | -11% | -7% | 1% | 0% |
| Cc1ccc(C(=O)OCC(=O)Nc2cc(F)ccc2F)cc1NC(=O)c1ccco1 | -2% | -3 | -24% | ? | 3% | -2% | 24% | 14% | 5% | -3% | 0% |
| COc1ccc(C2N=C(N)N=C(N)N2c2ccc(C)cc2)cc1 (stereo not given) | -1% | 4 | -22% | -3% | 3% | 7% | 20% | 1% | 7% | 2% | 1% |
| Fc1ccc(CN2C3=NCCN3c3ccccc32)cc1 | -4% | 1 | -5% | 10% | -17% | -1% | -24% | -1% | -5% | 15% | -1% |
| Cc1ccc2cc(CN(CCc3ccccc3)C(=S)NCCCN(C)C)c(=O)[nH]c2c1 | 9% | 6 | -53% | ? | 3% | 0% | ? | -3% | ? | 7% | 2% |
| COc1ccccc1N1CCN(C(=O)CNC(=O)Cn2cnc3sc(C)c(C)c3c2=O)CC1 | 1% | 1 | 1% | 11% | 5% | 0% | 11% | -14% | 5% | 3% | 1% |
| COc1ccc(CCN2C(=O)CC(C(N)=O)SC2=Nc2ccc(F)cc2)cc1OC (stereo not given) | -3% | -1 | -4% | 5% | 4% | 1% | 15% | -6% | -5% | 2% | -6% |
| COC(=O)c1sccc1NC(=O)Nc1cccc([N+](=O)[O-])c1 | 7% | ? | -19% | 0% | 0% | 6.7µM* | ? | 12% | ? | 25% | -2% |

Further structures
| mol | ELG1 genotoxic | TRPV1 ag | BRCA1 expr act | ELG1 repair inh | Tb PFK inh | FLuc counter | RORgamma inh | Rab9 prom act | VP16 counter | p53 reactivation | NPC1 prom act |
| --- | --- | --- | --- | --- | --- | --- | --- | --- | --- | --- | --- |
| O=C(COc1ccc(Cl)cc1Cl)Nc1ccc(C(=O)Nc2ccccc2C(=O)O)cc1 | -17% | -12 | 53% | 0% | -20% | -15% | -1% | 6% | 0% | ? | 7% |
| NS(=O)(=O)c1ccc(NC(=O)CN2CCCN(S(=O)(=O)c3ccc(F)cc3)CC2)cc1 | -11% | -4 | -3% | ? | -2% | 1% | 23% | 1% | -2% | -3% | -4% |
| CCN(C(=O)c1ccc(S(=O)(=O)N2CCCCC2)cc1)C1CCS(=O)(=O)C1 (stereo not given) | 3% | -3 | -10% | -2% | -2% | 4% | · | 2% | · | 4% | -2% |
| O=C(NCc1ccccc1)c1ccc2c(c1)C(=O)N(Cc1cccnc1)C2=O | 1% | 11 | -26% | 15% | 0% | 0% | 0% | -1% | 2% | 3% | 2% |
| CCOC(=O)C1=C(C)Nc2nnnn2C1c1cccc(OC)c1OC (stereo not given) | -3% | -3 | 0% | -27% | 0% | 2% | 43% | 15% | 2% | -1% | -5% |
| Cc1ccc(-c2cc(C(F)F)nc(NCC3CCCO3)n2)cc1 (stereo not given) | 3% | ? | 0% | ? | 0% | ? | -2% | 2% | -6% | ? | -2% |
| CCC1(C)OC(=O)N(CCCn2ccnc2C)C1(C)O (stereo not given) | 0% | 3 | -6% | 2% | 1% | 0% | -15% | -1% | -8% | -3% | -5% |
| CCCCn1c(N)c(N(CCC(C)C)C(=O)c2cc(Cl)nc3ccccc23)c(=O)[nH]c1=O | 2% | -1 | -18% | 0% | 4% | -2% | · | 9% | · | 1% | 3% |
| Cc1c(C(=O)N/N=C/c2cccnc2)sc(=S)n1C | 1% | 2 | -36% | -21% | 2% | -14% | -23% | -4% | 2% | -6% | 0% |
| Cc1ccc(C(=O)N/C(=C/c2cccs2)C(=O)NCc2ccco2)cc1 | 0% | 1 | 12% | 7% | 0% | -5% | 24% | 2% | 11% | -2% | -3% |
| CCOc1ccc(CCNC(=O)C2CC(=O)N(c3ccccc3OCC)C2)cc1OCC (stereo not given) | 1% | -1 | 4% | 15% | -1% | -1% | · | -9% | · | 3% | 0% |
| C=CCNC(=S)NC(CC(=O)OC)c1ccc2c(c1)OCO2 (stereo not given) | -2% | 2 | -6% | -10% | -5% | 1% | ? | -37%[inhibitor] | -6% | 0% | -2% |
| O=C(NCC(=O)N(c1ccccc1F)C(C(=O)NC1CCCC1)c1ccco1)c1ccco1 (stereo not given) | -5% | -1 | 1% | -8% | -4% | 0% | -5% | -11% | 4% | -4% | 1% |
| Cc1ccc2cc(CN(Cc3cccs3)Cc3nnnn3CC3CCCO3)c(=O)[nH]c2c1 (stereo not given) | 2% | 2 | -23% | ? | -1% | -2% | -2% | 10% | -14% | -7% | 2% |
| Cc1ccc(N(CC(=O)NCc2ccccn2)S(=O)(=O)c2ccccc2)cc1Cl | -3% | 8 | -23% | -7% | -5% | 2% | 20% | 5% | -9% | -5% | 0% |
| O=C(CCc1nnc(-c2ccccc2)o1)NC1CCCCC1 | ? | 7 | ? | ? | -4% | 17µM* | 24% | ? | 6% | ? | 30% |
| Cc1ccc(Cl)c(OCC(=O)Nc2sc(C)c(C)c2C#N)c1 | 3% | -5 | 7% | ? | 1% | -1% | 9% | ? | -8% | 6% | ? |
| COc1ccc(N(C)S(=O)(=O)c2cccc(C(=O)OC(C(=O)Nc3cc(C)cc(C)c3)c3ccccc3)c2)cc1 (stereo not given) | -2% | 0 | -1% | -4% | -1% | 6% | 0% | -2% | -2% | 2% | 12% |
| CC(=O)c1cccc(NC(=O)c2ccoc2C)c1 | 2% | 2 | 0% | 8% | -13% | -5% | 13% | -1% | 8% | -2% | -4% |
| COC(=O)[C@@H](NC(=O)N1CCC(Cc2ccccc2)CC1)C(C)C | -3% | 30 | -15% | 0% | -2% | -3% | 17% | -1% | -1% | -9% | -3% |

Source: PubChem (National Center for Advancing Translational Sciences (NCATS))
